# NCOA2 inhibitor = human SRC2 (NCOA2) inhibition. inhibition, % at 9 µM. 370,000 compounds, 0.17% hits. Q15596. AID 651957. HEK293 GAL4-SRC2 luciferase reporter, luminescence;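 active means inhibition above the mean inhibition of all tested compounds plus 3 SD, set per campaign, cut at about 52% in these data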;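 further: 0% = DMSO treated cells and 100% = cells given Gossypol at 36 µM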
# Target sequence (Q15596 whole entry, looked up, the tested form may be a part): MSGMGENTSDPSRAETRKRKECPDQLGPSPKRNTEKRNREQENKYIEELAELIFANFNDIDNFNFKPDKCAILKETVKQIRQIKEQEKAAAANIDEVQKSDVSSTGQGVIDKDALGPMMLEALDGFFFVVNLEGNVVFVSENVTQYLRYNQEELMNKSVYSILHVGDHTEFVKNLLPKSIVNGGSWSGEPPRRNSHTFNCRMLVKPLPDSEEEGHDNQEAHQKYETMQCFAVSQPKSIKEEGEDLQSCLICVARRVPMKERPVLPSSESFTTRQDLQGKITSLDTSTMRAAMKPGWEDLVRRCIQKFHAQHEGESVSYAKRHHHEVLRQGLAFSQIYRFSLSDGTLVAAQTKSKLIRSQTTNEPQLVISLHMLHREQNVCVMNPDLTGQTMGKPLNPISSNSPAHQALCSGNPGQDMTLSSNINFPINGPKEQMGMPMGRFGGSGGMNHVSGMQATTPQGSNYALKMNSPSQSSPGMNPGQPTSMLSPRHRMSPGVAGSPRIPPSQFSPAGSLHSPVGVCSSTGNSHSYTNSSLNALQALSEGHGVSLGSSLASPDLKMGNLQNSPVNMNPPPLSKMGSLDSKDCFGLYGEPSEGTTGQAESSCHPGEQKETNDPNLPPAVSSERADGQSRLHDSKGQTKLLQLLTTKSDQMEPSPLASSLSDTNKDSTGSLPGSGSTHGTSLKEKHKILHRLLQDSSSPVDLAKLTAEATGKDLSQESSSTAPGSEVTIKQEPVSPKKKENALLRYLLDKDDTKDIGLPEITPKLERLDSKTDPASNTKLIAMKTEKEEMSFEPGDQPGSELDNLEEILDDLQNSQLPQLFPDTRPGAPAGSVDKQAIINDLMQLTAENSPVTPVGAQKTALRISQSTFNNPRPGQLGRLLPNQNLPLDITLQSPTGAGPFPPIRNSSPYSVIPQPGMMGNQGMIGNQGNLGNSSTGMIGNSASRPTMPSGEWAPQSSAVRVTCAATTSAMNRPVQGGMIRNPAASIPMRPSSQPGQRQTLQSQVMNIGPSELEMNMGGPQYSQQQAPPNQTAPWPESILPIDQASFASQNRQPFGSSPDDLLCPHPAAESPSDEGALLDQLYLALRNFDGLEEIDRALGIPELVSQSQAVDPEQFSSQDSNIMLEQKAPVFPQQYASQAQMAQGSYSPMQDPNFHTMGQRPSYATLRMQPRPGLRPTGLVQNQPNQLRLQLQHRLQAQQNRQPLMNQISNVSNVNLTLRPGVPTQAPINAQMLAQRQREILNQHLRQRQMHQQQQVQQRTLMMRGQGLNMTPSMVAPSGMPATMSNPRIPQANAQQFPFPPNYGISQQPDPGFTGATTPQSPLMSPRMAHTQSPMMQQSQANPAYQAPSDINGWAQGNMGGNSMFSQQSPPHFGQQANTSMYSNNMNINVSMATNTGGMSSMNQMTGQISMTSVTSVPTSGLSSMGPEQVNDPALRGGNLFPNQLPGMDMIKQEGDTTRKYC
# LRH-1 inv ag = NR5A2 inverse agonism in reporter assay; HEK293T StAR-luciferase reporter, LRH-1 transfected, 24 h; 360,000 compounds, 0.13% hits; AID 602396; inhibition, % at 3.6 µM;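 active means inhibition above the mean inhibition of all tested compounds plus 3 SD, cut at about 73% in these data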;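 further: 0% = DMSO wells and 100% = reporter-only cells lacking LRH-1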
# COUP-TFII inh = blocks human COUP-TFII nuclear receptor; P24468; HEK293T NGFI-A luciferase reporter, luminescence; inhibition, % at 8.6 µM; 370,000 compounds, 0.7% hits; AID 686940;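 active means inhibition above a per-plate cutoff, mean inhibition of test wells between control levels plus 3 SD, cut at about 38% in these data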;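 further: cells cotransfected with COUP-TFII expression vector driving the NGFI-A reporter; 0% = median of COUP-TF2 test wells and 100% = reporter-only cells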
# Vif inh = HIV Vif inhibition; HEK293T cells, Vif self-association by quenched fluorescence, imaging, 24 h; inhibition, % at 7.49 µM; 340,000 compounds, 0.35% hits; AID 602346; in the data active means inhibition above about 50%, passing the limit was not always enough; further: some results filed as inactive read as strong as hits
# TRAIL sens C8 = sensitizes caspase-8 expressing cells to TRAIL; NB7+C8 cells + TRAIL, ATPlite viability luminescence; inhibition (viability loss, TRAIL sensitization), % at 10 µM; 360,000 compounds, 1% hits;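 active means compounds causing at least 50% loss of cell viability in the single-dose screen, relative to plate controls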
# NOD2-RIPK2 inh = inhibitors of human NOD2-RIPK2 interaction; O43353; AID 624267; 360,000 compounds, 0.38% hits; inhibition, % at 4.98 µM; CHO BLA complementation NOD2-RIPK2, CCF4 ratio; in the data active means inhibition above about 21%;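 further: 0% = vehicle only and 100% = reference blocker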
# TROY signal inh = TROY signaling inhibition; Q293 LMP1-TROYcd NF-kB luciferase reporter, 4 h; inhibition, % at 10 µM; 360,000 compounds, 0.98% hits;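 active means compounds whose plate-normalised and pattern-corrected inhibition of the luciferase reporter signal at the single screening dose is 50% or more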
# NCOA1 inh = human NCOA1 inhibition; Q15788; HEK293 GAL4-SRC1 luciferase reporter, luminescence; inhibition, % at 3.6 µM; 360,000 compounds, 0.12% hits; AID 588354;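 active means inhibition above the campaign mean plus 3 SD, with each screening campaign given its own cutoff, cut at about 60% in these data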;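 further: 0% = DMSO treated cells and 100% = gossypol at 36 µM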
# TLR9-MyD88 block = inhibitors of human TLR9-MyD88 binding | CHO BLA complementation TLR9-MyD88, CCF4 FRET ratio | inhibition, % at 4.98 µM | 340,000 compounds, 0.21% hits;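 active means inhibition above the mean over all tested compounds plus 3 SD, cut at about 21% in these data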;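 further: 0% = DMSO only wells and 100% = clavulanate BLA inhibitor control wells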
# NCOA3 inh = inhibitors of human steroid receptor coactivator 3 (SRC3). inhibition, % at 3.6 µM. 360,000 compounds, 0.17% hits. HEK293 GAL4-SRC3 luciferase reporter, luminescence;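 active means inhibition above a per-campaign cutoff, the mean of all compounds plus 3 SD, cut at about 60% in these data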;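 further: 0% = DMSO-treated cells and 100% = gossypol-treated cells at 36 µM; higher means less SRC3-driven luciferase light from the GAL4 reporter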
# EBV LMP1 NFkB = Epstein-Barr LMP1 NF-kappaB reporter inhibition; inhibition, % at 12.5 µM; LMP1-induced NF-kappaB luciferase reporter cells, luminescence; 350,000 compounds, 0.69% hits; in the data active means inhibition above about 41%;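 further: 0% = neutral control wells and 100% = reference inhibitor control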
# The depositor's hits bear a star; · = not tested or not shown. A portion of the library (hit frequency here may not be typical).
SMILES,NCOA2 inhibitor,LRH-1 inv ag,COUP-TFII inh,Vif inh,TRAIL sens C8,NOD2-RIPK2 inh,TROY signal inh,NCOA1 inh,TLR9-MyD88 block,NCOA3 inh,EBV LMP1 NFkB
CC(=O)c1ccc(NC(=S)N(CCCN(C)C)Cc2ccccc2)cc1,-17,-11,6,-5,-28,-2,-5,7,-3,1,-7
O=C(Nc1ccc(N2CCOCC2)cc1)c1ccc([N+](=O)[O-])o1,-36,-6,-32,-9,36,7,-33,-91,-4,-61,-53
NC(=O)CN1C(=O)C2C3c4ccccc4C(c4ccccc43)C2C1=O (stereo not drawn),-11,1,1,-3,-9,-11,4,7,-2,-14,3
COc1cc(OC)cc(C(=O)Nc2ccc(NC(=O)c3ccco3)c(C)c2)c1,-57,-39,-36,-8,9,-1,-7,-49,-8,-29,-2
CSc1ccc(S(=O)(=O)NCC(=O)OCC(=O)N2CC(C)CC(C)C2)cc1[N+](=O)[O-] (stereo not drawn),-14,2,4,-2,-14,-3,10,-6,0,13,4
COC(=O)c1c(NC(=O)CSc2nnnn2C)sc(C)c1C,-1,-17,6,-5,-12,-1,16,-17,4,-6,-20
CCc1cc(=O)oc2cc(OCC(=O)NCCCN3CCOCC3)c(Cl)cc12,-29,33,-2,14,16,1,3,-9,-1,8,0
CCOC(=O)N1CCN(Cc2nc3cc(NC(=O)C(C)C)ccc3n2C)CC1,-3,-8,13,5,-7,-1,15,-12,0,10,-15
Cn1c(-c2sc3cc(C(F)(F)F)cnc3c2-c2ccccc2)n[nH]c1=S,-15,-31,-1,3,24,-2,11,-1,-7,22,-7
Cn1c(O)c(N=NC(=O)CNC(=O)/C=C/c2ccccc2)c2ccccc21,-9,-16,14,-7,-4,-5,2,-8,-5,-23,1
COc1ccc(-c2nc(CS(=O)CC(=O)N3CCc4ccccc4C3)c(C)o2)cc1 (stereo not drawn),-23,-13,2,4,-9,-13,-12,-27,6,0,-9
Cc1noc(NS(=O)(=O)c2ccc(NC(=O)c3ccoc3C)cc2)c1C,7,12,4,-12,2,-10,-17,-18,-3,-1,-1
CCc1c(C(=O)NC2CCCCC2)[nH]c(C)c1C(C)=O,-2,-1,-17,-4,7,7,-13,3,-1,-7,20
CCOc1ccc(-c2nc(S(=O)(=O)c3ccccc3)c(NC)o2)cc1,-36,-12,2,·,6,5,-15,-12,-6,-2,0
Cn1c(=O)c2c(-c3ccccc3F)c3c(nc2n(C)c1=O)-c1ccccc1C3O (stereo not drawn),-5,8,6,5,-6,-6,-2,19,6,-2,7
COc1ccc2cc(C(=O)N3CCN(c4ccccc4OC)CC3)[nH]c2c1,-1,-3,14,-9,-8,-2,-6,11,-1,-8,-7
CS(=O)(=O)c1nc2c(cc1C#N)CCCC2,6,1,-7,1,0,4,-6,-5,4,12,7
COCCn1nnnc1CN(CCCN1CCOCC1)Cc1cc2c(C)ccc(C)c2[nH]c1=O,-27,-2,16,23,-6,13,20,2,5,-16,5
CC(C)(O)C(=O)NN(Cc1ccccc1)c1ccccc1,-2,-13,13,-12,4,-8,-24,-25,-6,3,-5
Nc1nn2c(-c3ccccc3)cc(=O)[nH]c2c1N=Nc1ccc(O)cc1,-3,-6,-3,-7,-3,-5,-6,10,-4,11,-1
COc1cccc(CN2CCC(Oc3ccc(C(=O)NCc4ccccn4)cc3)CC2)c1O,22,5,4,18,-3,-16,-7,-7,6,-12,6
CCN(CC(=O)NC(C)C)C(=O)[C@@H](NC(=O)c1ccco1)C(C)C,3,-10,8,4,2,3,-4,-63,1,18,0
Cc1nc(-c2ccccc2)nc2[nH]c(=O)n(-c3ccccc3)c(=O)c12,-60,-61,-20,3,45,9,-47,-46,-2,-65,-3
CC1(C)c2[nH]c3ccccc3c2C[C@H]2C(=O)N(Cc3ccccc3F)C(=O)N21,11,3,-1,-9,-17,15,34,7,8,26,-12
Cc1ccc(-c2cc(-c3nnc(SCC(=O)N(C)CCC#N)n3N)c3ccccc3n2)cc1,-16,-12,-3,20,13,-5,-18,-13,17,-38,-2

# 3 entries from above, with two lines to a compound:
# Each structure is followed by: NCOA2 inhibitor | LRH-1 inv ag | COUP-TFII inh | Vif inh | TRAIL sens C8 | NOD2-RIPK2 inh | TROY signal inh | NCOA1 inh | TLR9-MyD88 block | NCOA3 inh | EBV LMP1 NFkB
- CSc1ccc(S(=O)(=O)NCC(=O)OCC(=O)N2CC(C)CC(C)C2)cc1[N+](=O)[O-] (stereo not drawn)
  -14 | 2 | 4 | -2 | -14 | -3 | 10 | -6 | 0 | 13 | 4
- COc1ccc2cc(C(=O)N3CCN(c4ccccc4OC)CC3)[nH]c2c1
  -1 | -3 | 14 | -9 | -8 | -2 | -6 | 11 | -1 | -8 | -7
- Cn1c(O)c(N=NC(=O)CNC(=O)/C=C/c2ccccc2)c2ccccc21
  -9 | -16 | 14 | -7 | -4 | -5 | 2 | -8 | -5 | -23 | 1

# (further entries)
SMILES,NCOA2 inhibitor,LRH-1 inv ag,COUP-TFII inh,Vif inh,TRAIL sens C8,NOD2-RIPK2 inh,TROY signal inh,NCOA1 inh,TLR9-MyD88 block,NCOA3 inh,EBV LMP1 NFkB
CCCS(=O)(=O)c1nc(S(=O)(=O)c2ccc(C)cc2)c(NCCCN2CCOCC2)s1,-4,4,-13,18,2,-14,10,9,-1,-3,-4
Cc1ccc(-n2nnnc2/C=C\Nc2cc(C)on2)cc1,-11,20,11,0,-4,0,6,-11,3,-1,7
Nc1ccc(Br)c[n+]1Cc1cccc2cccnc12,15,33,3,-1,6,2,0,4,0,16,0
Cn1nnnc1SCC(=O)Nc1ccc(S(=O)(=O)N2CCOCC2)cc1,-10,16,-5,4,8,-10,19,-2,6,14,-6
COc1cccc(CN(C(=O)c2cc3ccccc3oc2=O)C2CCS(=O)(=O)C2)c1 (stereo not drawn),-39,-46,-35,-5,11,-15,-52,-61,-9,-26,-26
Nc1ccc2nc(N)sc2c1,-13,-25,2,4,1,5,-6,-3,0,-23,4
O=C(COC(=O)c1ccc(CO)cc1)NCc1cccs1,4,-11,-5,-1,-3,3,-7,-12,-7,6,4
CC(C)N(Cc1ccccc1)C(=O)COC(=O)C1CCN(c2ccc(C(F)(F)F)cn2)CC1,-1,17,13,·,-4,4,12,0,-3,-20,1
Cn1c(=O)[nH]c(=O)c2c1nc(N1CCCCCC1)n2CCSc1nc2ccccc2[nH]1,24,-21,-2,0,6,-3,-21,8,-7,19,17
CS(=O)(=O)N(CC(=O)N1CCOCC1)c1ccc(Cl)cc1,-12,18,-5,7,-6,1,-5,15,1,9,6
COCCN(CC(=O)NC1CCCCC1)C(=O)CCCC(=O)Nc1ccccn1,1,7,2,·,-10,-12,5,-10,-4,2,10
COC(=O)CSC1=C(C#N)C(c2cccc(OC)c2)CC(=O)N1 (stereo not drawn),23,11,-4,0,-12,-2,0,-17,9,5,-2
COCCNC(=O)C1(C)CCCN(C(=O)c2cc(C)oc2C)C1 (stereo not drawn),-2,0,24,3,-5,-2,-8,3,·,2,·
CCCCCN(C(=O)NC(=O)Nc1ccccc1C)S(=O)(=O)c1ccccc1,-20,-17,-8,5,-20,-9,-8,3,1,10,0
NS(=O)(=O)c1ccc(NCc2cc(Cl)ccc2OCc2ccccc2F)cc1,4,1,5,·,-5,4,27,20,3,18,8
CC(C)OC(=O)CN1CCN(c2ccc(Cl)cc2)CC1,-14,-3,-4,-7,5,-2,0,20,7,21,16
CN(C)c1ccc(C=NN2CCCCCC2)cc1,2,-10,-4,2,15,-9,-9,-39,-10,-56,-19
COc1ccc(S(=O)(=O)N2CCCCCC2)cc1NC(=O)c1ccccc1F,8,14,-11,-4,9,-11,-39,2,-6,7,-11
O=C(O)C(Cc1ccccc1)NC(=O)C(Cc1ccccc1)NC(=O)C12CC3CC(CC(C3)C1)C2 (stereo not drawn),-18,-11,20,-2,8,-23,-18,10,·,13,·
Cc1ccccc1NC(=O)COC(=O)CN1C(=O)NC(C)(C)C1=O,-15,-4,6,5,3,-7,6,-4,-9,-1,-6
CCn1c(=S)[nH]c2cc(S(=O)(=O)N3CCCCC3)ccc21,-12,11,-92,15,0,-5,-26,-25,-10,-6,4
CCC(C)/C(C)=N/NC(=O)c1cn(-c2ccccc2)nc1-c1ccccc1 (stereo not drawn),2,4,-9,12,-1,10,-17,6,4,20,1
O=S(=O)(c1ccc(-c2csc(-c3cccnc3)n2)cc1)N1CCCC1,-5,-12,20,-12,1,8,-14,6,-4,-20,-8
Cc1ccc(CNC(=O)N[C@@H](Cc2ccccc2)C(=O)O)cc1,-5,12,2,10,16,-2,8,-13,-2,-8,-3
COc1ccc(S(=O)(=O)N/N=C(/C)c2ccco2)cc1,-44,13,9,0,7,-13,3,-2,3,-5,5

# Next section:
SMILES,NCOA2 inhibitor,LRH-1 inv ag,COUP-TFII inh,Vif inh,TRAIL sens C8,NOD2-RIPK2 inh,TROY signal inh,NCOA1 inh,TLR9-MyD88 block,NCOA3 inh,EBV LMP1 NFkB
CCc1nnc(NC(=O)CSc2nnc(C)c(=O)n2N)s1,-10,2,-14,-4,-7,0,0,7,5,-1,10
Cc1ccc(S(=O)(=O)N2C[C@H]3C(=O)C[C@@H](c4ccccc4F)N(S(=O)(=O)c4ccc(C)cc4)[C@H]3C[C@H]2c2ccccc2F)cc1,14,27,15,·,7,-14,6,-42,·,27,·
CCOC(=O)C(=CNc1cc(OC)ccc1-n1cccc1)C(=O)OCC,15,23,20,-3,2,-10,33,14,4,11,35
CC(C)(C)OC(=O)N1CC2(CCCCC2)CC1Cc1ccc(C(F)(F)F)cc1 (stereo not drawn),-9,-4,-6,2,6,2,-10,-1,3,5,1
Cc1ccc(NC(=S)N/N=C/c2c(Cl)cccc2Cl)c(C)c1,-15,10,-46,3,-12,16,-5,5,-27,11,12
CN(CC(=O)Nc1c(F)cccc1F)Cc1cccs1,-24,11,-2,-10,-6,5,3,0,-7,-2,-6
O=C(NCC(=O)N1CCCCC1)c1ccc2ccccc2c1,-96,-42,-1,-4,1,3,-15,-21,1,-17,3
O=C(Cc1ccccc1)c1c[nH]c(C(=O)NC2CCCC2)c1,-22,-4,-23,-5,-5,-20,-7,-20,12,10,-7
COC(=O)c1sc(S(=O)(=O)N2CCC(C(N)=O)CC2)c(C(=O)OC)c1C,-16,7,-3,15,41,-1,5,-21,-2,11,-4
O=C(NCCc1ccccc1)c1cccc2c(-c3cccnc3)coc12,-34,-30,-14,-5,-3,9,6,-20,·,-31,·
CCC1(c2ccccc2)NC(=O)N(CC(=O)Nc2ccc(N3CCCC3)cc2C)C1=O (stereo not drawn),1,24,-28,-13,5,6,-2,17,-2,3,-11
O=C(COC(=O)C1CC1)NCc1ccccc1Cl,-34,-3,-10,·,1,-4,-42,-17,-9,-1,-7
O=c1cc(O)c2c(=O)n(C3CCCCC3)c3ccccc3c2o1,6,-16,-11,-37,-12,1,-7,-2,-4,-13,1
CSCCNC(=O)C1(C)CCN1C(=O)c1ccc(C(C)(C)C)cc1 (stereo not drawn),-5,6,13,-12,-14,5,-8,-7,·,1,·
CCN(CC)c1ccc(S(=O)(=O)N2CCOCC2)cc1NC(=O)c1cc(=O)c2ccccc2o1,7,13,-9,-9,20,2,5,13,9,10,5
COc1ccc(OC)c(CNC(=O)CCC(=O)N2Cc3cccc(OC)c3Oc3ncccc32)c1,13,-16,-6,-4,-14,-12,-13,-11,9,20,-5
CCCCCCSC1=C(C#N)C(c2ccc(O)cc2)CC(=O)N1 (stereo not drawn),0,-42,-12,-8,21,3,-8,-9,5,0,-11

# Screening results (PubChem)
